Screens: PubChem BioAssay, Vanderbilt High Throughput Screening Facility
Cav32 inh – Cav3.2 calcium influx blockers – cell-based, Fluo-4 calcium fluorescence, FDSS, MLSMR library, primary screen | Voltage-dependent T-type calcium channel subunit alpha-1H (Homo sapiens), O95180 | Cav3.2-expressing cells; active compounds read low | B-score at 10 µM | 100,000 compounds, 4% hits;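 active means single-dose well whose peak fluorescence ratio is a statistical outlier from its plate by either plate-standardised score or position-corrected B-score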
Target sequence (O95180 whole entry, looked up): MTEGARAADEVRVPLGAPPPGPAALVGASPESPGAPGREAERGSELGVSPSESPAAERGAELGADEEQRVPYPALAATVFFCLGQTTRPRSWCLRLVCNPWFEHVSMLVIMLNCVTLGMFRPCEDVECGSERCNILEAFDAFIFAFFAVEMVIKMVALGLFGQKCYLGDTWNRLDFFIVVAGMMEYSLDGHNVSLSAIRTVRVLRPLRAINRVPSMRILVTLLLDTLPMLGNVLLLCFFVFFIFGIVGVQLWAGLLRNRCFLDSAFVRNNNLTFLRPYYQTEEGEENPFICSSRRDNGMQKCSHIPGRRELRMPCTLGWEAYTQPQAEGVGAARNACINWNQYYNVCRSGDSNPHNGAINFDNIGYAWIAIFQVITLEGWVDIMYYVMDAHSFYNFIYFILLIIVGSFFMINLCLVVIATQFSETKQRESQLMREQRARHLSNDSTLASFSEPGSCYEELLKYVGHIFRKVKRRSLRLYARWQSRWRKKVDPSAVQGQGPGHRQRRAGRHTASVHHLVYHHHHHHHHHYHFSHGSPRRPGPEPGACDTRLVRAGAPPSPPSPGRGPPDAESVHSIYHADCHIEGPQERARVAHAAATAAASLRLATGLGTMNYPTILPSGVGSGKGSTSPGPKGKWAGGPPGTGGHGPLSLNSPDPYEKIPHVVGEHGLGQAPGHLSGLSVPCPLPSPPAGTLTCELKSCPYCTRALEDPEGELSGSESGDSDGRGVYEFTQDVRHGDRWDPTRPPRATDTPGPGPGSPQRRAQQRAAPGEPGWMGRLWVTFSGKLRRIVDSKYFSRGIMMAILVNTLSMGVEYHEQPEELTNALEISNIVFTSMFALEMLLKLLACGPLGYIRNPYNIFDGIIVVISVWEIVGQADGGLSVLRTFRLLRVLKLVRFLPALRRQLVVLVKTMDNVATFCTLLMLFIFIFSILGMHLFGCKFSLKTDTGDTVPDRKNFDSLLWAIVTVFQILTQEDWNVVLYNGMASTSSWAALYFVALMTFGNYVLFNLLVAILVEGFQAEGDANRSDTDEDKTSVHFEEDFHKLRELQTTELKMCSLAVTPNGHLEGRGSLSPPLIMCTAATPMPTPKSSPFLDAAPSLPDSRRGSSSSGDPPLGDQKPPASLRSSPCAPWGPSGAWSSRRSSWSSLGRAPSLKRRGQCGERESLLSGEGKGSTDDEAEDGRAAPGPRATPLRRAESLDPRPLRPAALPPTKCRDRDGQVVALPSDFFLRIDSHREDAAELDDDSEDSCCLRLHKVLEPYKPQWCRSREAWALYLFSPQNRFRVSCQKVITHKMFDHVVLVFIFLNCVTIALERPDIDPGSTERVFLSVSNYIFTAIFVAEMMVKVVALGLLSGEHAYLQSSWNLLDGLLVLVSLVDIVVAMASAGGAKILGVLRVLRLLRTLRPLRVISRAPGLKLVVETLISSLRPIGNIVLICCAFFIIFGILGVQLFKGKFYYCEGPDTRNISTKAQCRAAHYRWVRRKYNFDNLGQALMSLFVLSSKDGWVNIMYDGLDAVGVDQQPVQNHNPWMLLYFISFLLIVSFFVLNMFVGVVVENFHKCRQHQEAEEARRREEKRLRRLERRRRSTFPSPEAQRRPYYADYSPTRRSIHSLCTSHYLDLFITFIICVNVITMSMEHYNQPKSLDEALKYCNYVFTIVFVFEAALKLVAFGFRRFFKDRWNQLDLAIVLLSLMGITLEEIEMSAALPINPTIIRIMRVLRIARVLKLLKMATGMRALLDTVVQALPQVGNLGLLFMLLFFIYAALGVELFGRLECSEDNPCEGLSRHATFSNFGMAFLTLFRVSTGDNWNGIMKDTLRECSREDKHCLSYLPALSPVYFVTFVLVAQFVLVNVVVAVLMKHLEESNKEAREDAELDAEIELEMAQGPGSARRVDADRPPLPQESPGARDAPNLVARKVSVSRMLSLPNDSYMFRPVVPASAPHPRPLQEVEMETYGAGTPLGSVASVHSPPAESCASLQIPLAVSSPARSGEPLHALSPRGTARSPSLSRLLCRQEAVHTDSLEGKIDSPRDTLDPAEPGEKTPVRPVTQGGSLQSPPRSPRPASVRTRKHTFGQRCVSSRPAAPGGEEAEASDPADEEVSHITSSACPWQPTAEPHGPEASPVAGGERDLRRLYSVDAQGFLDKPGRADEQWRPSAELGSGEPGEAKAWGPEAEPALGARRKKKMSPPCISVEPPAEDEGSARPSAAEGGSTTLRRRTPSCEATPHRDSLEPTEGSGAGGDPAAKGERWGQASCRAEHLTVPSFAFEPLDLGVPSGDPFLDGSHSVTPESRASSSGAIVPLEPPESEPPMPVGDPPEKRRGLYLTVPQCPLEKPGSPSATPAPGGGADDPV
Numbers without * were called inactive. This is a subset, so the mix of outcomes need not match the whole.

Cav32 inh	smiles
-1.9	Cc1cc(C)n(-c2cc(C)c(C)cc2Br)n1
0.38	CCOC(=O)Cc1nnc(NC(=O)CSc2ccccc2)s1
-0.39	O=C(NCCc1ccccn1)C1CCCN(S(=O)(=O)Cc2ccccc2)C1 (stereo not given)
-4.6	c1ccc(-c2nnc(CN3CCN(C(c4ccccc4)c4ccccc4)CC3)o2)cc1
1.7	Cc1nn(C)c(C)c1/C=C/C(=O)c1cccs1
0.84	c1ccc2c(c1)[nH]c1nc(SCCN3CCOCC3)nnc12
0.0052	COc1ccc(OC)c(NC(=O)CNC(=O)c2cccs2)c1
0.35	O=C1C2ON(c3ccccc3)C(c3ccccc3F)C2C(=O)N1c1ccccc1 (stereo not given)
-6.1*	O=c1cc(N2CCN(c3ccccc3)CC2)[nH]c(=O)n1Cc1ccc(F)cc1
2.1	CC(=O)Nc1ccc(-c2nc3c(C)cccc3[nH]2)cc1
-1.6	Cc1nnc(SC(C)C(=O)Nc2ccc(Cl)cn2)n1Cc1ccccc1 (stereo not given)
1.4	CCOC(=O)Cc1csc(NC(=O)CSc2nnc(-c3ccc(OC)cc3)n2C)n1
0.33	COC(=O)c1cn(NC(=O)c2cnccn2)c(=O)c2ccccc12
-6*	COc1cccc(/C=N/NC(=O)c2cccc([N+](=O)[O-])c2)c1OS(=O)(=O)c1ccc(C)cc1
0.22	CCc1ccc2nc(SCC(=O)N3CC(=O)Nc4ccccc43)c(C#N)cc2c1
-2.1	COc1ccc(OC)c(NC(=O)c2cc3sccc3n2C)c1
0.3	COc1ccc(NC(=O)CSC2=C(C#N)C(c3ccco3)C3=C(CCCC3=O)N2)c(OC)c1 (stereo not given)
0.027	O=C(Nc1cccnc1)Nc1ccccn1
-0.99	O=C(Cn1nc(C(F)F)cc1C1CC1)NCCC1=CCCCC1
0.95	CCCCCOC(=O)NCC(O)c1ccccc1 (stereo not given)
-0.24	CCOC(=O)c1ccc(NC2c3ccccc3C(=O)N2c2ccccn2)cc1 (stereo not given)
-0.32	COc1ccc(C(C)=O)cc1COC(=O)c1ccc(OCc2c(C)noc2C)cc1
-2	O=C1c2ccccc2CCC12N=NCC2c1ccc(Br)cc1 (stereo not given)
0.2	Cc1cc(C)n(CC(O)COCc2ccco2)n1 (stereo not given)
0.29	CS(=O)(=O)N1CCN(C(=O)c2ccc(Br)s2)CC1
-1.5	C[C@@H](C(=O)Nc1ccc2ccccc2c1)[C@@H]1C[C@@]1(C)[C@@H](NC(=O)c1cnccn1)c1ccccc1
-0.72	CN(C)C(C(=O)NC1CCCCC1)c1ccc(Cl)cc1 (stereo not given)
-0.14	O=c1cnn(-c2ccccc2)c(-c2ccccc2)c1
-2.1	O=C(NCc1cc(C(F)(F)F)cc(C(F)(F)F)c1)C12CN(Cc3ccccc3)CC1C(c1cccc([N+](=O)[O-])c1)=NO2 (stereo not given)
-0.17	CC1(C)CC(=O)CC(=NCC(=O)O)C1
-0.23	Cc1cc(C(=O)N2CCCc3ccccc32)no1
1.6	CC(NC(=O)c1cccc(C(F)(F)F)c1)C1CCCO1 (stereo not given)
-0.84	COc1ccccc1N1CCN(C(=O)CSc2ncccc2-c2nc3ccccc3[nH]2)CC1
-4.5	COc1ccc(Cn2nnnc2C(c2ccc(N(C)C)cc2)N2CCC(C)CC2)cc1 (stereo not given)
-3.9*	CC(C)c1cc(=O)oc2c3c4c(cc12)CCCN4CCC3
-1.4	O=C(Cc1ccc(Br)cc1)N1CCN(c2ccc(F)cc2)CC1
0.17	CC(C)Oc1ccc(C2CC(=O)N(c3ccc(N(C)C)cc3)C2=O)cc1 (stereo not given)
0.093	O=C(O)c1[nH]c2ccccc2c1CC(=O)N1CCOCC1
0.94	CCCCn1c(SCC(=O)Nc2cc(C)on2)nc2ccccc2c1=O
0.64	CC(C)NC(=O)CN1CCN(c2ncccn2)CC1
0.81	COc1ccc(N2C(=O)CC(NC34CC5CC(CC(C5)C3)C4)C2=O)c(OC)c1 (stereo not given)
0.47	N#Cc1ccccc1OCC(=O)Nc1c(C(=O)C2CC2)oc2ccccc12
0.37	C=CCn1c(-c2ccc(OC)c(OC)c2)cs/c1=N\c1ccccn1
-5.2*	Cc1cc(Cl)c(S(=O)(=O)N2CCN(c3ccc(F)cc3)CC2)cc1OCC(=O)NC1CCCCC1
0.65	O=C1CCC(C(=O)NCc2cccnc2)N1 (stereo not given)
1.1	COCCNC(=S)N/N=C/c1ccccc1C(=O)O
0.53	N#Cc1cnn(-c2ccccc2)c1N
-1.4	CCOC(=O)C1CCN(C2CC(=O)N(c3cccc(Cl)c3)C2=O)CC1 (stereo not given)
-1	COCCN(C(=O)COc1ccccc1)c1nnc(-c2cccnc2)s1
-4.5*	CCCCCCCCNC(C)C(O)c1ccc(SC(C)C)cc1 (stereo not given)
-0.17	O=[N+]([O-])c1ccc(N/N=C/c2c[nH]c3ccccc23)cc1
-5.9*	O=S(=O)(c1cccc(S(=O)(=O)N2CCC(Cc3ccccc3)CC2)c1)N1CCOCC1
0.001	Cc1cccc(CCNS(=O)(=O)c2ccc(S(=O)(=O)N3CCCCC3)cc2)c1
1.5	CS(=O)(=O)Nc1ccc(C(=O)N2CCCCC2)cc1
-0.06	CC1(C)Cc2c(cnn2-c2ccccc2)C(=O)/C1=N\NC(=O)c1ccccc1N
0.85	CC(C)NC(=O)c1cc2cc([N+](=O)[O-])ccc2s1
2.4	O=C1CCc2cc(S(=O)(=O)NC(Cc3ccccc3)C(=O)NCC3CCCO3)ccc2N1 (stereo not given)
-0.02	O=C(C1CCN(S(=O)(=O)c2cccc3cccnc23)CC1)N1CCN(c2ccc(Cl)cc2)CC1
0.069	O=C(N/C(=C/c1cccs1)C(=O)N1CCCCCC1)c1ccccc1
0.65	Cc1nn2c([nH]c(=O)c3ccccc32)c1C=O

(listing goes on)
Cav32 inh	smiles
0.77	CCN1CCN(C(c2cccs2)C(C)NC(=O)C(C)C)CC1 (stereo not given)
-0.13	Clc1ccc(-n2nnc(-c3cccnc3)n2)cc1Cl
0.48	COc1ccc(Cc2nnc(NC(=O)C3CCCO3)s2)cc1OC (stereo not given)
1.7	CCSc1ncc(Cl)c(C(=O)Nc2ccc(S(=O)(=O)Nc3onc(C)c3C)cc2)n1
-0.82	O=C(Oc1cc(=O)oc2ccccc12)c1ccco1
0.3	COC(=O)NCCOc1cc(C)ccc1C
0.34	CCOC(=O)N1CCN(C(=O)C2CCN(S(=O)(=O)c3ccc(C)cc3)CC2)CC1
0.19	O=C(C1=C[C@H](c2ccccc2)C[C@H](OCc2ccc(CO)cc2)O1)N1CCOCC1
-0.69	CC(C)n1c(NCCc2ccccc2)nc2c1c(=O)n(C)c(=O)n2C
-1.7	Cc1cccc(-c2nnc(-c3ccc(N)cc3)o2)c1
-0.16	N#Cc1c(/N=C/C=C/c2ccccc2)sc2c1CCCC2
0.72	Cc1cc(=O)[nH]c(SCC(=O)O)c1C#N
-1.7	CN(C)CCNC(=O)c1c(CSc2ccc(Cl)cc2)noc1C(=O)NCc1ccccc1
0.25	CCn1c(CNc2ccc(C)cc2)nnc1SCC(N)=O
1.5	CCOc1ccccc1-n1c(SCC(=O)N(C(C)C)C(C)C)nnc1-c1cccnc1
0.96	C=C1C(=O)C=C[C@]2(C)C[C@@H]3OC(=O)[C@](C)(O)[C@H]3C[C@@H]12
0.36	CCN(CC)C(=O)CSc1nc2nc(C)cc(C)c2c(=O)[nH]1
-3.1	C=C(C)COc1ccc2c(C)c(CC(=O)OC)c(=O)oc2c1C
0.03	Cc1n[nH]c(C)c1-c1nc2ccccc2[nH]1
-0.025	CCOC(=O)C1=C(C)N(CCCC(=O)O)C(=O)NC1c1ccc(OC)cc1 (stereo not given)
0.014	COc1ccc(CCNC(=O)CSc2cn(Cc3ccccc3)c3ccccc23)cc1OC
-0.2	CCOc1ccccc1NC(=O)CCC(=O)O
-5.5*	Cc1c(CCO)c(=O)n(-c2ccccc2)n1S(=O)(=O)c1c(Cl)cc(Cl)cc1Cl
0.035	O=C(CSc1nnc(-c2ccncc2)n1-c1ccc(F)cc1)NC(=O)NCc1ccco1
-0.011	O=C(CSc1nnc(Cc2ccccc2)n1-c1ccccc1)N1CCOCC1
0.071	CN(CCCNC(=O)Cn1cc2c(n1)CCCC2)C1CCCCC1
-3.1	O=C(NCCc1ccccc1)c1ccc(-c2ccccc2C(F)(F)F)o1
-0.076	Cc1cc(Nc2ccc(C)c(F)c2)n2ncnc2n1
-0.01	CCC(C)(C)n1nnnc1CN1CCSCC1
-0.75	ONC(=Nc1ccccc1)c1ccc(Cl)cc1

Ordered by count of non-hydrogen atoms (ascending): 3 of the compounds above
Cav32 inh	smiles
0.3	COC(=O)NCCOc1cc(C)ccc1C
0.34	CCOC(=O)N1CCN(C(=O)C2CCN(S(=O)(=O)c3ccc(C)cc3)CC2)CC1
0.035	O=C(CSc1nnc(-c2ccncc2)n1-c1ccc(F)cc1)NC(=O)NCc1ccco1

Ordered by the number under Cav32 inh (low to high): five from the list above
Cav32 inh	smiles
-0.69	CC(C)n1c(NCCc2ccccc2)nc2c1c(=O)n(C)c(=O)n2C
-0.011	O=C(CSc1nnc(Cc2ccccc2)n1-c1ccccc1)N1CCOCC1
0.3	COC(=O)NCCOc1cc(C)ccc1C
0.72	Cc1cc(=O)[nH]c(SCC(=O)O)c1C#N
0.96	C=C1C(=O)C=C[C@]2(C)C[C@@H]3OC(=O)[C@](C)(O)[C@H]3C[C@@H]12

Part of the list above, with each value named:
> COC(=O)NCCOc1cc(C)ccc1C
  Cav32 inh = 0.3
> CC(C)n1c(NCCc2ccccc2)nc2c1c(=O)n(C)c(=O)n2C
  Cav32 inh = -0.69

Going on with the list.
Cav32 inh	smiles
0.36	CC(C)N(Cc1ccccc1)S(=O)(=O)N(C)C
0.45	NC(N)=Nc1nc(CCN2C(=O)c3ccccc3C2=O)cs1
0.98	O=C(CCN1C(=O)C2CC=C(Cl)CC2C1=O)N1CCCCC1 (stereo not given)
0.55	O=C(CSc1nnc2ccccn12)NCCN1C(=O)CSC1=O
-0.022	Cc1c(C)n(C(=O)CN2CCC(C(N)=O)CC2)c2ccccc12
1.2	O=C(O)Cc1ccc(C(=O)c2ccc(Cl)cc2)s1
1	CCOc1ccc(OCc2ccc(C(=O)NCc3ccncc3)o2)cc1
-2.1	O=C1c2ccccc2NC(c2ccc3c(c2)OCCO3)N1c1ccc2c(c1)OCCO2 (stereo not given)
-0.19	CCO[C@@H]1OC(C(=O)NCc2nc3ccccc3[nH]2)=C[C@H](C2CCCCC2)[C@H]1CCCO
0.94	CCCOc1cccc(OCCSc2nc(C)cc(=O)[nH]2)c1
0.25	Cc1cc(C)nc(N2CCN(CC(=O)NCc3ccccc3)CC2)n1
-0.86	CC(C)NCC(O)COCc1ccc(Cl)cc1 (stereo not given)
1.3	CCN1CCN(C(c2ccccc2F)c2nnnn2Cc2ccc3c(c2)OCO3)CC1 (stereo not given)
-2.9	Cc1ccc(C(O)(c2ccccc2)c2ccccc2C(C)N(C)C)c(C)c1 (stereo not given)
0.65	O=c1cc(N2CCc3ccccc3C2)[nH]c(=O)n1-c1ccc(Br)cc1
0.34	Nn1c(SCC(=O)Nc2ccccc2)nnc1-c1cccnc1
1.6	CCCN1CCN(C(c2cc3cc4c(cc3[nH]c2=O)OCO4)c2nnnn2C(C)(C)C)CC1 (stereo not given)
0.49	OCC1(c2cc(C(F)(F)F)n[nH]2)CCCCC1
-3.4	CCc1ccc(NC(=O)N(CCN2CCOCC2)Cc2ccc3c(c2)CCCN3CC)cc1
-2.2	O=C(C1CCCN(c2nnc(-n3cccc3)s2)C1)N1CCN(c2ccccc2)CC1 (stereo not given)
0.26	c1ccc(-c2cccc(-c3ccccn3)n2)nc1
-0.032	O=C(Nc1ccc(F)cc1)C1CCC(N2C(=O)c3ccccc3C2=O)CC1 (stereo not given)
-0.13	CCOC(=O)C1=C(C)SC2=NS(=O)(=O)CCN21
-5.5*	Oc1ccc(-c2[nH]nc(-c3ccccc3)c2-c2nc3ccccc3[nH]2)cc1
-2.8	Cc1ccccc1-n1nc(C)c2cc(C(=O)N3CCN(S(=O)(=O)c4ccc(Cl)cc4)CC3)sc21
0.44	CN1CCN(P(=O)(c2ccccc2)c2nc3ccccc3s2)CC1 (stereo not given)
-1.6	COc1ccc(C(C#N)Nc2ccc(C)cc2)cc1 (stereo not given)
-5.4*	CN(CCOc1ccccc1)S(=O)(=O)c1ccc2oc3ccccc3c2c1
-0.0063	O=C(NCCn1cc(SCC(=O)N2CCOCC2)c2ccccc21)c1ccccc1
-0.013	COc1cccc(OC)c1C(=O)NC(C)c1ccccc1 (stereo not given)
0.062	Cc1nn(CCC(=O)NNC(=S)NCC(C)C)c(C)c1Br
-1.5	CCN(CC)c1ccc2c(c1)C(=O)N(C)C2=O
-0.47	Cc1nnsc1-c1nc2ccccc2[nH]1
0.89	CC(Sc1nncn1C)C(=O)Nc1nnc(C(C)C)s1 (stereo not given)
-0.11	CCCCN(C(=O)CNC(=O)c1ccco1)C(C(=O)NC1CCCC1)c1ccc(OC)cc1 (stereo not given)
0.51	O=c1oc2ccccc2c(O)c1/C=N/c1ncccn1
-0.49	CN(c1ccccc1)c1nc2ccsc2c(=O)s1
-5.3*	CC1CCCN(C(=O)c2ccc3c(=O)n(Cc4ccc5c(c4)OCO5)c(=S)[nH]c3c2)C1 (stereo not given)

An excerpt of these results, bar-delimited:
compound | Cav32 inh
Cc1nnsc1-c1nc2ccccc2[nH]1 | -0.47
CC(Sc1nncn1C)C(=O)Nc1nnc(C(C)C)s1 (stereo not given) | 0.89
